Screening results: PubChem BioAssay, several laboratories
RPL19A TOR yeast = RPL19A-GFP expression modulators in yeast, primary screen, cell-based, S. cerevisiae, multiplex flow cytometry, MLPCN | hit rate 0.3% among 330,000 | AID 2025, 2009 | S. cerevisiae RPL19A-GFP strain, 3 h; stronger effect = lower value | percent response vs DMSO, % at 10 µM;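 active = percent response vs DMSO below 50%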;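 note: median channel GFP fluorescence of the barcoded RPL19A-GFP strain; ratio of sample median GFP to plate DMSO average so 100% = DMSO; lower means less RPL19A-GFP as with rapamycin TOR inhibition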
AHR activator = AHR activators, primary screen, cell-based, luminescence, luciferase reporter, human; activation, % at 5 µM; hit rate 2.5% among 320,000; Aryl hydrocarbon receptor (Homo sapiens), P35869; AHR-responsive luciferase reporter cells; in the data active = activation above about 47%;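 note: 0% = vehicle wells and 100% = reference agonist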
proCasp3 act = activators of human procaspase-3 D3A mutant, primary screen, biochemical, absorbance, PC-3 D3A mutant, single concentration; Caspase-3 (Homo sapiens), P42574; recombinant procaspase-3 D3A, Ac-DEVD-pNA absorbance 405 nm; activation, % at 8.5 µM; hit rate 0.11% among 330,000;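 active = activation above the mean of all tested compounds plus 3 SD, cut at about 21% in these data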;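 note: 0% = DMSO alone and 100% = DMSO wells spiked with extra 5 µM PC-3 D3A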
Target sequence (P42574 whole entry D9A/D28A/D175A): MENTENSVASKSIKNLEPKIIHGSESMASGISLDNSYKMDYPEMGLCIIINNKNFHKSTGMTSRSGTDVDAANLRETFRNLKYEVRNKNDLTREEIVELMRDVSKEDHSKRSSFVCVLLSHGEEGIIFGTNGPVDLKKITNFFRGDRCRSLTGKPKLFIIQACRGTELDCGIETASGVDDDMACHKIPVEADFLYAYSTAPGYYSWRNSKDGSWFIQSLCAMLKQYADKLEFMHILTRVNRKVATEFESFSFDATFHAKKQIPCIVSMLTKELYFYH
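Test system: Procaspase-3 D3A mutant; medium: Zinc-free HEPES/NaCl buffer with 0.01% Triton X-100 at pH 7.4; reagent: DEVD-pNA substrate; doses: one concentration, 8.5 µM nominal, 0.8% DMSO; times: 1 h preincubation plus 2 h reaction at 25 °C; signal: Epi-absorbance at 405 nm of released p-nitroaniline, 0 and 120 min; replicates: singlicate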
Yeast superoxide = reduction of superoxide in aged yeast, primary screen, HTS; S. cerevisiae aged cells, superoxide DHE fluorescence; stronger effect = lower value; AID 2690, 2010; superoxide response (% of plate mean), % at 10 µM; hit rate 0.18% among 330,000;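 active = superoxide response under a set limit, about three screen SD below normal, cut at about 65% in these data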;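 note: yeast aged for seven days with compound at 30 °C before DHE staining; 100% = average MFI of all compound-treated wells on the plate with controls excluded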
procasp7 counter = procaspase-7 activators, primary screen, counter-screen for procaspase-3 activator project, biochemical, absorbance, HTS, human; hit rate 0.093% among 330,000; AID 463210, 2010; Caspase-7 (Homo sapiens), P55210; recombinant procaspase-7, Ac-DEVD-pNA absorbance 405 nm; D23A/D198A/D206A triple mutant, cannot self-cleave; scale: DMSO 0, 5 µM enzyme 100; activation, % at 8.5 µM;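 active = percent activation above the screen-wide mean plus 3 SD, cut at about 25% in these data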
Target sequence (P55210 whole entry D23A/D198A/D206A): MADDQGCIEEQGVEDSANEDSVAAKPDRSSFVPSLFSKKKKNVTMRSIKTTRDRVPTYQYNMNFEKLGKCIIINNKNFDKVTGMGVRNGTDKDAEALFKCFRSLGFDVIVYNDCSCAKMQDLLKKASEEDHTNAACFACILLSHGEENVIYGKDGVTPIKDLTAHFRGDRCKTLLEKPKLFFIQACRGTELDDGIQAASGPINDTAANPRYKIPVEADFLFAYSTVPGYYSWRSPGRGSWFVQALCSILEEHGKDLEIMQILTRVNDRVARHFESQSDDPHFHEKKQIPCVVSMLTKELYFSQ
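buffer or medium = Zinc-free HEPES/NaCl buffer, pH 7.4 | material = Procaspase-7 triple mutant (PC-7 D3A) | input = 2 µM procaspase-7 mutant as dispensed | signal = Epi-absorbance of released pNA at 405 nm, two timepoints | timing = 1 h preincubation, 2 h reaction | replicates = singlicate compound testing | evaluation = % activation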
MEP2 TOR yeast = modulators of MEP2-GFP levels in yeast, primary screen, S. cerevisiae, multiplex flow cytometry, MLPCN library | S. cerevisiae MEP2-GFP strain, 3 h; 100% = DMSO control level | GFP response vs DMSO, % at 10 µM | hit rate 0.51% among 330,000 | AID 2016, 2009;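 active = GFP response versus DMSO above a set limit, roughly screen mean plus 3 SD, cut at about 180% in these data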;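 note: median GFP fluorescence of the barcode-gated MEP2-GFP cells per well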
LAP4-GFP MLPCN = modulators of LAP4-GFP expression in yeast, primary screen, S. cerevisiae, multiplex flow cytometry, MLPCN library | 3 h; median GFP as percent of DMSO wells | hit rate 0.34% among 320,000 | AID 2023, 2009 | GFP response vs DMSO, % at 10 µM;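 active = GFP response vs DMSO above a set limit, about the screen mean plus 3 SD, cut at about 150% in these data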
JMJD2C inh = inhibitors of GASC-1 histone demethylase, primary screen, biochemical, fluorescence, DELFIA europium; hit rate 0.069% among 330,000; inhibition, % at 2.35 µM; Lysine-specific demethylase 4C (Homo sapiens), Q9H3R0; GST-JMJD2C(1-420) H3K9me3 demethylation; AID 2099, 2009;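 active = more than half of a compound's replicate wells show inhibition beyond 50%, single wells judged on their own value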;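 note: signal counts dimethyl H3K9 product captured on neutravidin plate; 0% = median of DMSO wells and 100% = 0.3 times that DMSO median; strong numbers were not always called active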
Target sequence (Q9H3R0 1-420 limits assumed): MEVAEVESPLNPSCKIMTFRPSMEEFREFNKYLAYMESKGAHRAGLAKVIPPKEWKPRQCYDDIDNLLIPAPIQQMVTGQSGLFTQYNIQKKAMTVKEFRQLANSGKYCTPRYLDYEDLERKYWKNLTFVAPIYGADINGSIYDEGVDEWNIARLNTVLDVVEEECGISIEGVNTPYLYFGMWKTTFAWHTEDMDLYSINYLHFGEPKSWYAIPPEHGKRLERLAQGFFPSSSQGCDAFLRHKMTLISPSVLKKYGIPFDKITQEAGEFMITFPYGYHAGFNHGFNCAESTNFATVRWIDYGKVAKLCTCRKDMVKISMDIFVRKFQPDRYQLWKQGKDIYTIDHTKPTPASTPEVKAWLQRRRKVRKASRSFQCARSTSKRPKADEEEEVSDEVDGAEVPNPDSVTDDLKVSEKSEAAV
The depositor's hits bear a star; x = no result given.

SMILES	RPL19A TOR yeast	AHR activator	proCasp3 act	Yeast superoxide	procasp7 counter	MEP2 TOR yeast	LAP4-GFP MLPCN	JMJD2C inh
COc1ccc(OC)c(/C=C2\Oc3cc(OCC(=O)N4CCC[C@H]4C(=O)O)ccc3C2=O)c1	97.4	0.1	2.6	73.4	5.9	92.2	94.0	-1.1
O=C(/C=C/c1ccccc1)c1c[nH]c2ccccc12	92.9	83.8*	4.7	97.9	11.5	99.2	99.2	-8.5
CC(C)C1N(C(=O)N(C)C)CCN1S(=O)(=O)c1ccccc1 (stereo unspecified)	101.9	-1.3	4.2	107.1	1.3	98.0	97.6	2.2
CCOC(=O)N1CCN(C(=O)c2ccc(Cl)c(S(=O)(=O)N3CCOCC3)c2)CC1	102.3	1.3	6.2	102.0	-14.0	105.9	102.3	10.0
COc1cc(C(=O)Nc2c(C(=O)N3CCOCC3)oc3ccccc23)cc(OC)c1OC	104.4	-4.7	8.2	73.7	3.5	106.3	121.2	6.9
O=C(O)CSc1ncnc2c1oc1ccccc12	102.3	-0.7	-3.5	114.3	-11.4	100.0	101.8	5.2
O=C(Cc1ccccc1)N1CCN(S(=O)(=O)c2ccc([N+](=O)[O-])cc2)CC1	92.4	-0.3	-7.9	102.7	14.2	94.8	105.3	-4.4
CC1=NN(C(=O)c2cccc(Cn3nc(C)c([N+](=O)[O-])c3C)c2)C(O)(C(F)(F)F)C1 (stereo unspecified)	96.2	0.8	-0.2	86.3	-1.1	100.7	96.2	18.0
O=C1O/C(=C/c2ccccc2)N=C1c1ccccc1	101.8	8.5	1.2	94.6	11.1	98.2	97.6	9.6
C[C@H](NC(=O)c1ccco1)C(=O)OCC(=O)N1CC(=O)Nc2ccccc21	103.0	-0.7	11.2	133.8	9.0	107.0	104.0	9.6
O=C1c2ccccc2-c2cccc(C(=O)N3CCN(C(=O)c4ccccc4)CC3)c21	97.4	-0.6	5.6	99.4	4.1	96.6	114.3	13.5
COc1ccc(CNC(=O)Cc2csc(NC(=O)Nc3ccccc3OC)n2)cc1	92.0	11.9	-4.0	105.3	3.2	92.6	110.2	-13.0
Cc1cc(C)nc(-n2ncc3c2CCCC3=O)n1	107.7	3.1	0.6	102.6	-8.5	109.1	93.8	10.3
Cc1cccc(-c2cc3nc4c(c(N5CCOCC5)n3n2)CCCC4)c1	93.2	1.5	9.2	131.3	-1.8	89.4	104.8	29.9
O=C1NN(c2ccccc2)C(=O)/C1=C/c1cccs1	104.7	0.5	2.5	98.3	-1.1	102.1	97.0	20.2
Clc1cccc(Cl)c1Cn1ccc(C2CC2)n1	97.9	6.5	5.5	100.5	2.7	94.5	97.2	0.5
Cc1nc(C)c(NC(=O)N2CCc3ccccc32)cc1NC(=O)N1CCc2ccccc21	97.2	49.5*	-4.8	118.8	-3.0	103.6	97.4	-7.9
COc1c2c(nc3occc13)C(CC=C(C)C)(OC)C(OC(C)=O)CC2 (stereo unspecified)	104.2	72.5*	7.7	91.0	-3.9	105.4	102.1	0.5
COc1ccc(S(=O)(=O)N2CCC(C(=O)NCCc3ccccc3)CC2)cc1	102.2	2.9	-7.4	91.8	12.9	102.4	90.1	0.3
CC(=O)c1sc(NC(=O)C2CC(=O)N(Cc3ccccc3)C2)nc1-c1ccccc1 (stereo unspecified)	94.7	0.3	3.1	113.7	4.8	86.1	96.8	0.0
COc1ccc2c(c1)c(C(O)CN1CCN(Cc3ccc4c(c3)OCO4)CC1)c(C)n2C (stereo unspecified)	96.0	2.1	-5.8	122.5	-1.9	92.6	104.8	-5.6
Cc1ccc(N2C(=O)C3C4C=CC(CNC(=S)Nc5ccc(Cl)cc5)(O4)C3C2=O)cc1 (stereo unspecified)	100.6	1.4	-21.5	88.5	-33.3	101.1	117.0	-2.5
CCN(CC)CCCN(C(=O)c1ccc(F)cc1)c1nc(-c2ccc(OC)cc2)cs1	102.4	0.3	1.0	96.8	2.2	103.5	88.3	-12.3
Cc1ccc(S(=O)(=O)CCC(=O)OCC(=O)N2CCN(c3ccccc3)CC2)cc1	98.4	-3.1	0.3	106.2	2.1	94.9	102.4	12.9
OCC1(CCOc2ccccc2)CCN(Cc2cn[nH]c2-c2ccccc2)CC1	101.8	-2.1	1.8	114.6	7.0	101.5	93.8	1.3
CCN1CCN(C(=S)NC(=O)c2cccs2)CC1	102.3	2.0	-9.3	117.8	-18.5	99.6	94.8	0.2
COc1ccc(N(CC(=O)Nc2ccc(C)cn2)S(=O)(=O)c2c(C)noc2C)cc1	101.8	2.1	-5.7	96.8	4.4	99.5	103.1	5.2
CSc1nc2cc(C)nn2c(-c2ccccc2Cl)c1C#N	101.0	-1.4	4.4	111.3	-5.6	101.5	115.1	-16.3
C/C(CC(=O)Nc1cccc2c1CCCC2)=N\NC(=O)c1ccccc1N	100.8	10.3	-4.0	99.3	6.2	105.2	98.2	-0.4
O=C(NCCCNC(=O)c1ccccn1)c1ccc(F)cc1	102.5	-1.4	5.8	96.1	5.0	102.9	94.2	-25.3
CCOC(=O)c1nn(-c2ccc(Cl)cc2)c(C)cc1=O	102.7	2.5	5.1	127.8	0.2	101.8	92.2	-4.6
O=C(O)c1ccc(CSc2ccccn2)cc1	101.6	0.7	-3.5	85.0	0.1	117.6	127.7	-9.4
COc1cc(/C=C/C(O)=C/C(=O)/C=C/c2ccc(O)cc2)ccc1O	100.6	-1.4	8.9	71.0	13.2	105.9	148.7	-1.6
O=C(Nc1ccccc1Cl)C(=O)c1cn(CC(=O)N2CCOCC2)c2ccccc12	98.7	73.2*	-6.6	120.3	-5.5	106.5	90.2	-2.0
O=C(NCc1cccc(F)c1)c1ccc(N2C(=O)Cn3c(cc4sccc43)C2=O)cc1	103.7	5.1	0.0	102.3	4.0	107.6	96.1	-1.8
CN(C)c1ccc(CC2C(=O)Nc3ccccc32)cc1 (stereo unspecified)	101.1	15.3	6.7	101.4	-12.2	99.7	105.8	-8.6
Cc1ccn(CCC(=O)N2CCc3ccccc32)n1	91.0	13.3	4.1	78.2	-1.1	118.4	99.7	0.6
Cn1c(SCC(=O)N2CCCCC2)nc2c([nH]c3ccccc32)c1=O	108.8	45.1	-2.3	91.3	-1.7	107.9	109.2	-3.2
COc1ccccc1N1CCN(C(=O)Cn2ncc3c([nH]c4ccccc43)c2=O)CC1	99.1	2.7	2.5	117.3	-4.5	96.7	96.2	6.4
Cc1ccc(C(=O)OC(C(=O)O)C(OC(=O)c2ccc(C)cc2)C(=O)O)cc1 (stereo unspecified)	96.8	-1.4	-2.7	159.2	-4.1	96.3	93.9	2.8
O=Cc1ccccc1OCc1ccc2c(c1)OCO2	95.4	39.2	-5.6	107.3	-3.2	89.3	99.0	-14.3
COc1ccc(N(C)S(=O)(=O)c2ccc3c(c2)NC(=O)CC(=O)N3)c(OC)c1	97.7	1.0	0.8	67.8	-15.4	99.5	98.7	-6.3
CCc1ccc(OCC(=O)N/N=C2\CC(=O)c3ccccc32)cc1	98.2	61.5*	6.4	96.2	9.8	105.2	108.5	1.4
COc1ccc(O[C@H]2C=C[C@@H](c3ccccc3)O[C@@H]2CO/N=C(\C)CCC(=O)OC[C@H]2O[C@H](c3ccccc3)C=C[C@@H]2Oc2ccc(OC)cc2)cc1	105.8	0.0	-0.7	100.4	-1.9	95.5	125.7	-5.8
Cc1ccnc2nc(C(=O)Nc3ccc(S(=O)(=O)N4CCCC4)cc3)nn12	108.8	-0.4	4.9	106.5	5.4	100.6	93.6	0.3
COc1ccc(/C=C/c2cccc[n+]2C)c(O)c1	104.6	-3.5	-14.4	116.2	-9.9	105.8	91.5	-28.1
CCc1cc(=O)[nH]c(SCC(=O)NCc2ccc3c(c2)OCO3)n1	94.5	0.5	-13.0	100.4	2.4	101.9	97.4	-8.0
COc1ccc(C(=O)Nc2ccc(S(=O)(=O)N3CCCCC3C)cc2)c(OC)c1OC (stereo unspecified)	93.8	-0.4	-0.5	107.9	-2.2	94.0	102.2	-9.8

One compound at a time, from the list above. Order of values: RPL19A TOR yeast	AHR activator	proCasp3 act	Yeast superoxide	procasp7 counter	MEP2 TOR yeast	LAP4-GFP MLPCN	JMJD2C inh
`Cn1c(SCC(=O)N2CCCCC2)nc2c([nH]c3ccccc32)c1=O` is listed with 108.8	45.1	-2.3	91.3	-1.7	107.9	109.2	-3.2
`O=Cc1ccccc1OCc1ccc2c(c1)OCO2` is listed with 95.4	39.2	-5.6	107.3	-3.2	89.3	99.0	-14.3
`COc1ccc(O[C@H]2C=C[C@@H](c3ccccc3)O[C@@H]2CO/N=C(\C)CCC(=O)OC[C@H]2O[C@H](c3ccccc3)C=C[C@@H]2Oc2ccc(OC)cc2)cc1` is listed with 105.8	0.0	-0.7	100.4	-1.9	95.5	125.7	-5.8
`Cc1ccc(C(=O)OC(C(=O)O)C(OC(=O)c2ccc(C)cc2)C(=O)O)cc1` (stereo unspecified) is listed with 96.8	-1.4	-2.7	159.2	-4.1	96.3	93.9	2.8

(list continues)
SMILES	RPL19A TOR yeast	AHR activator	proCasp3 act	Yeast superoxide	procasp7 counter	MEP2 TOR yeast	LAP4-GFP MLPCN	JMJD2C inh
Cc1cccc(N(CC(=O)NC2CCCC2)C(=O)CNC(=O)c2ccco2)c1C	104.3	-1.6	12.3	99.0	4.5	107.9	99.1	-2.5
Cc1ccc(S(=O)(=O)Nc2ccc3c(c2)C(=O)N([C@H](C)CO)C[C@H](C)[C@@H](CN(C)Cc2ccc(-c4ccccc4)cc2)O3)cc1	x	0.2	12.1	80.5	-2.9	x	x	56.4*
O=C(CC1SCCNC1=O)Nc1cccc(C(F)(F)F)c1 (stereo unspecified)	102.9	-0.9	67.2*	105.8	5.7	99.2	96.3	4.3
CCOc1cc(NC(=S)N2CCC(C(N)=O)CC2)c(C(=O)OC)cc1OCC	94.5	17.0	1.6	102.8	-0.5	99.6	96.7	-3.0
c1ccc(-n2cnc3cc(NCc4ccccn4)ccc32)cc1	96.6	7.4	2.0	87.6	7.8	104.3	93.3	-6.4
O=C(c1cn(-c2ccccc2)nc1-c1ccccc1)N1CCN(c2ccccn2)CC1	97.2	3.8	-2.8	88.2	1.5	96.0	110.5	4.1
CC(C)Nc1nc(NC(C)C)nc(C(N)=O)n1	85.9	2.2	-13.8	94.9	0.0	95.9	90.3	1.8
COc1ccc(C2c3c(oc4ccccc4c3=O)C(=O)N2c2ccccn2)cc1 (stereo unspecified)	100.8	1.1	-10.7	99.3	-8.4	103.3	100.2	6.6
O=C(Nc1ccccc1C(=O)O)c1cccc(N2C(=O)c3ccccc3C2=O)c1	101.9	-1.5	3.4	106.2	8.5	107.7	97.2	-24.0
CC1=C(C(=O)Nc2ccc(Cl)cc2)C2(CCCCC2)C(C(N)=O)C(=S)N1 (stereo unspecified)	100.6	2.1	5.6	87.7	-4.0	91.7	99.8	-3.3
COc1ccc(C(=O)N(C)CCCC2CCCC2)cc1OC1CCN(C(C)C)CC1	105.5	-1.3	7.9	84.2	1.4	95.5	94.7	4.1

Compounds were not picked by outcome. Share with any hit: about 3.8%.
